Epigenetic reg = derepresses silenced GFP reporter in murine cells. murine LDR cells, GFP reporter derepression, 30 h. Potency, µM (series often up to 53.9 µM), inactives show at the highest dose GFP activation, hits mostly activators. actives 0.2% (n = 280,000). AID 1865; note: potency is the fitted concentration of half-maximal effect; % of control where 0% means no effect; nearly all actives have a fitted effect of over 60% in size
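Murine LDR cells bearing a silenced CMV-driven GFP reporter were exposed to compound for 30 h at 37 C. After PBS washes, GFP-positive cells (20-120 um objects) counted by laser-scanning microplate cytometry.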
IMPase Li cell = cell-permeable IMPase inhibitors with lithium potentiation | CHO-M1 cells, IP1 TR-FRET (IP-One), carbachol + lithium | Potency, µM (highest dose often 59.4 µM), for inactives: at the top dose activity, negative = IMPase inhibition, actives largely listed as inhibitors | actives 0.35% (n = 210,000);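 note: IP1 builds up when IMPase is blocked and the TR-FRET signal falls; potency is the fitted concentration of half-maximal effect; plate controls were basal vehicle for no effect and high inhibitor control for full effect; nearly all actives have a fitted effect of over 50% in size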
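IP1 accumulation measured by competitive TR-FRET in lysed CHO-M1 cells after 30 min compound exposure at 37C, with a small lithium addition to potentiate weak responses. Hill-equation AC50 from ratio and donor-channel data.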
LMNA splice mod = LMNA splicing modulation. HeLa LMNA splicing GFP/RFP minigene ratio, 48 h. Potency, µM (series often up to 46.1 µM), for the others: at the top dose ratio change, negative = inhibition, usual class: inhibitors. actives 0.01% (n = 200,000). AID 1487; active = well fitted inhibition curve with a large enough effect in the signal ratio, with a control signal flat, not every such curve was filed as active; inconclusive = small, poorly fitted or top-dose-only effect, or effect the other way, or a change in a side signal; the % refers to the signal ratio; note: potency is the fitted concentration of half-maximal effect; % is set by controls: 0 for no effect and ±100 for the full control effect
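Read-out is the ratio of GFP to DsRed2 object intensity, acquired by 488 nm laser-scanning cytometry on HeLa lamin A-EGFP minigene reporter cells. Compound incubation 48 hrs at 37 °C in Opti-MEM with 2% FBS; DMSO 0.5% final.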
HTT aggregate = inhibitors of mutant huntingtin aggregate formation in PC12 cells; Potency, µM (doses to about 46.1 µM), inactives show at the top dose activity change, negative = inhibition, most hits filed as inhibitors; actives 1.1% (n = 220,000); PC12 HttQ103-GFP aggregates, Acumen cytometry, 40 h; note: potency is the fitted concentration of half-maximal effect; % is set by controls: 0 for no effect and ±100 for the full control effect; nearly all actives have a fitted effect of over 60% in size
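Multiplexed with ATP-based cell death, this channel scores GFP aggregates in PC12 cells expressing inducible HTTex1-Q103-GFP. Induction used 100 nM tebufenozide; compounds were tested in concentration series.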
Luc counter = counter-screen: inhibitors of Kinase-Glo firefly luciferase; Kinase-Glo luciferase, ATP luminescence, 8 min; Potency, µM (doses to about 38.3 µM), without a hit: top-dose activity change, negative = inhibition, most hits filed as inhibitors; actives 0.28% (n = 200,000); note: potency is the fitted concentration of half-maximal effect; % is set by controls: 0 for no effect and ±100 for the full control effect; nearly all actives have a fitted effect of over 60% in size
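Light output from Kinase-Glo luciferase with luciferin and 10 uM ATP in 50 mM imidazole pH 7.2, KCl, MgCl2, Tween 20, BSA; compound pin-delivered, 8-min ambient incubation, then luminescence read.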
CBFb RUNX1 block = blocks binding between human CBF-beta and RUNX1; 230,000 tested, under 10 active; AlphaScreen CBFb-His/RUNX1-biotin binding, biochemical; Potency, µM (series often up to 59.8 µM), inactives show top-dose activity, negative = inhibition, most hits filed as inhibitors; note: % of control where 0% means no effect
Target sequence (Q01196 whole entry, looked up): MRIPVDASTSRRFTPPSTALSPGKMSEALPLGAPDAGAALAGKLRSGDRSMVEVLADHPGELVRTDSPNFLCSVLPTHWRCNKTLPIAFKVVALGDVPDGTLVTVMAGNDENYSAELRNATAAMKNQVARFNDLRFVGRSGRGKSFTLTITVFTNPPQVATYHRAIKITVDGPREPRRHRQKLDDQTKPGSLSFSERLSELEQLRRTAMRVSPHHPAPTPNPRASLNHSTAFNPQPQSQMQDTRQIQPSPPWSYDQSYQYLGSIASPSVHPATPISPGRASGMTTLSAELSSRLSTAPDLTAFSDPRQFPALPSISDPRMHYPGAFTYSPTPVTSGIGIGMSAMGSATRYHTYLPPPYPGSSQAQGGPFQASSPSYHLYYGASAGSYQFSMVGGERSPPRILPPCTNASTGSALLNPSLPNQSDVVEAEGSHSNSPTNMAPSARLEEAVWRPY
Target sequence (Q13951 whole entry, looked up): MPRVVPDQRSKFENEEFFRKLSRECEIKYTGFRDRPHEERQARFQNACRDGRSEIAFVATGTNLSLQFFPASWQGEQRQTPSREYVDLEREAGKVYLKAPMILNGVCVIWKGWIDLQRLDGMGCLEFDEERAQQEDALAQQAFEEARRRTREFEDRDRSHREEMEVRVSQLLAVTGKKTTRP
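Read-out: AlphaScreen. Format: His-CBF-beta with biotinylated RUNX1 (30 nM each) preincubated 20 min, compound 15 min, Ni-chelate plus streptavidin beads 90 min; room temperature throughout.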
NPSR antag = neuropeptide S receptor (human) antagonism, cAMP; actives 1% (n = 220,000); AID 1461; Q6W5P4; Potency, µM (highest dose often 38.3 µM), without a hit: top-dose activity change, negative = inhibition, hits mostly inhibitors; CHO-NPSR cells, cAMP TR-FRET, antagonist mode; note: potency is the fitted concentration of half-maximal effect; % is set by controls: 0 for no effect and ±100 for the full control effect; nearly all actives have a fitted effect of over 50% in size; many of its hits are not listed in these tables
Target sequence (Q6W5P4 whole entry, looked up): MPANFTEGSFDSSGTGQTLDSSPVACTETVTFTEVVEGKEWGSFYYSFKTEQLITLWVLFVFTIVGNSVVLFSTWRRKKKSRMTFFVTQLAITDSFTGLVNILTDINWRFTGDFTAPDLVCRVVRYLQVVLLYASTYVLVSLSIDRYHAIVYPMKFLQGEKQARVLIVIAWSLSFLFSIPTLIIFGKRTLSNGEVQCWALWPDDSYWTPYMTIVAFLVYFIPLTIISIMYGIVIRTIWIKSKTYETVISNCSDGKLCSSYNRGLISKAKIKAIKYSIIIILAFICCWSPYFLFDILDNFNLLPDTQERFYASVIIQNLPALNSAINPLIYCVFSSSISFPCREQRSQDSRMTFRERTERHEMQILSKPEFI
* = called active by the depositor; & = joins results of further samples; [ ] = dose if it differs, or a comment. Unless noted, calls come from the whole dose curve; as a rule, active = well fitted curve in the direction sought with a large enough effect; inconclusive = small, poorly fitted or top-dose-only effect, or another doubt; inactive = no such curve, though single readings can be large; an effect the other way counts as inactive or inconclusive. The list is partial. The share of hits here may be higher or lower than overall.

For COC(=O)C1=C(C)N(CCc2cc(OC)c(OC)c(OC)c2)C(=O)N[C@H]1c1ccc(Br)cc1 the results were Epigenetic reg -1.1%&0.0%, IMPase Li cell 2%&7%, LMNA splice mod inconclusive, HTT aggregate 5%, Luc counter -2%&2%, CBFb RUNX1 block -10%&0% and NPSR antag -28%.
Screening NS(=O)(=O)c1ccc(CCNC(=O)c2ccc([N+](=O)[O-])cc2[N+](=O)[O-])cc1 returned Epigenetic reg 0.0%, IMPase Li cell 5%, LMNA splice mod 6%[46 µM], HTT aggregate 16%, Luc counter 1%, CBFb RUNX1 block 5% and NPSR antag 11%.
Screening CC1CC1C(=O)OCC(=O)Nc1ccc2[nH]c(=O)[nH]c2c1 (configuration not stated) returned Epigenetic reg 1.1%, IMPase Li cell -4%, LMNA splice mod 20%[46 µM], HTT aggregate 7%, Luc counter -2%, CBFb RUNX1 block 19% and NPSR antag 7%.
CCOc1ccc(C(=O)Nc2ccccc2CC)cc1[N+](=O)[O-] was read as Epigenetic reg 1.1%, IMPase Li cell 12%, LMNA splice mod 7%, HTT aggregate -10%, Luc counter -2%, CBFb RUNX1 block -9% and NPSR antag 6%.
`O=C(COC(=O)C1CC2C=CC1C2)Nc1cccc(S(=O)(=O)N2CCCCC2)c1` (configuration not stated) gave Epigenetic reg 0.0%, IMPase Li cell 3%, LMNA splice mod 6%, HTT aggregate 13%, Luc counter 3%, CBFb RUNX1 block 9% and NPSR antag -10%.
For Cc1ccc(NC(=O)CN(c2ccc3c(c2)OCO3)S(=O)(=O)c2c(C)n[nH]c2C)cc1 the results were Epigenetic reg 2.0%, IMPase Li cell 5%, LMNA splice mod -16%, HTT aggregate 5%, Luc counter 0%, CBFb RUNX1 block 8% and NPSR antag -19%[46.1 µM].
`C=C(Br)Cn1c(CCC)nc2ccccc21` gave Epigenetic reg -10%, IMPase Li cell 15%[38.3 µM], LMNA splice mod 17%, HTT aggregate -2%, Luc counter 2%, CBFb RUNX1 block 3% and NPSR antag 14%[46.1 µM].
Screening CCCCCCOC(=O)Nc1ccc(S(=O)(=O)Nc2cccc([N+](=O)[O-])c2)cc1 returned Epigenetic reg -0.1%, IMPase Li cell 10%, LMNA splice mod inconclusive, HTT aggregate -4%, Luc counter 3%, CBFb RUNX1 block -8% and NPSR antag -53%.
CCOc1ccccc1/C=N/Nc1nc2c(N)ncnc2n1[C@H]1O[C@@H](CO)[C@H](O)[C@@H]1O was read as Epigenetic reg -5.5%, HTT aggregate -18%[9.22 µM], CBFb RUNX1 block -14% and NPSR antag 23%.
Cc1ccc(N2C(=O)CC(N3CCN(c4ccccn4)CC3)C2=O)cc1 (configuration not stated) was read as Epigenetic reg 1.1%, IMPase Li cell -1%, LMNA splice mod 14%[46 µM], Luc counter -1%, CBFb RUNX1 block 2% and NPSR antag 5%.
CCN1C(=O)/C(=C\N2CCN(c3ccccc3)CC2)SC1=S was read as Epigenetic reg 2.0%, IMPase Li cell 51%[activator][38.3 µM], LMNA splice mod -1%, HTT aggregate inconclusive, Luc counter -1%, CBFb RUNX1 block -1% and NPSR antag -12%[46.1 µM].
For Clc1cccc(CSc2ccc(-c3cccnc3)nn2)c1 the results were Epigenetic reg 0.1%, IMPase Li cell 5%, HTT aggregate -12%, Luc counter 0%, CBFb RUNX1 block -5% and NPSR antag 0%.
For COc1ccc(-c2cc(C(=O)Nc3cc(OC)c(OC)c(OC)c3)no2)cc1OC the results were Epigenetic reg -1.4%, IMPase Li cell -25%[38.3 µM], LMNA splice mod -6%, HTT aggregate 20%, Luc counter -9%, CBFb RUNX1 block 2% and NPSR antag -2%[46.1 µM].
For O=C(Oc1cc(-c2ccccc2)no1)c1ccc(Cl)cc1 the results were Epigenetic reg -1.0%, IMPase Li cell 0%[38.3 µM], LMNA splice mod -3%, HTT aggregate 18%, Luc counter -2%, CBFb RUNX1 block 1% and NPSR antag -4%[46.1 µM].
Screening CC(=O)c1ccc(N2CCN(C(=S)Nc3ccc(Cl)c(Cl)c3)CC2)cc1 returned Epigenetic reg -5.0%, IMPase Li cell inconclusive, HTT aggregate 1%, Luc counter 0%, CBFb RUNX1 block 0% and NPSR antag -37%.
`CCCCCCNc1nc(Cl)nc(NC(C)(C)CO)n1` gave Epigenetic reg -0.4%, HTT aggregate 11%[9.22 µM], CBFb RUNX1 block 4% and NPSR antag 30%.
Cn1cc(S(=O)(=O)N2CCN(C(=O)c3ccco3)CC2)c(=O)n(C)c1=O was read as Epigenetic reg 0.7%, IMPase Li cell 0%[38.3 µM], LMNA splice mod 9%, HTT aggregate -11%, Luc counter 2%, CBFb RUNX1 block 1% and NPSR antag 1%[46.1 µM].
`O=C(COc1ccc2ccccc2c1)N1c2ccccc2Sc2ccccc21` gave Epigenetic reg -0.9%, IMPase Li cell 1%, LMNA splice mod -7%, HTT aggregate -14%, Luc counter 3%, CBFb RUNX1 block 4% and NPSR antag inconclusive.
Screening Cc1ccc(S(=O)(=O)N2CCCCC2)cc1NC(=O)COC(=O)Cc1ccc(Cl)cc1 returned Epigenetic reg inconclusive, IMPase Li cell 1%, LMNA splice mod -8%, HTT aggregate 16%, Luc counter 1%, CBFb RUNX1 block inconclusive and NPSR antag 23%.
For O=C(O)CCCCCn1c(SCC(=O)Nc2ccc(F)cc2)nc2ccsc2c1=O the results were Epigenetic reg -0.3%, IMPase Li cell 9%, LMNA splice mod 23%[9.22 µM], HTT aggregate -9%, Luc counter 2%, CBFb RUNX1 block 1% and NPSR antag -21%.
Screening N/C(Cc1ccc(Cl)cc1Cl)=N\OC(=O)c1ccccc1 returned Epigenetic reg -1.6%, IMPase Li cell 6%, LMNA splice mod -3%[46 µM], HTT aggregate 22%, Luc counter 0%, CBFb RUNX1 block inconclusive and NPSR antag 4%.
COCC(=O)N1CCCC(CNS(=O)(=O)c2ccc(OC)cc2)C1 (configuration not stated) was read as Epigenetic reg -6.0%, IMPase Li cell 6%, LMNA splice mod -1%[46 µM], HTT aggregate 25%[9.22 µM], Luc counter 3%, CBFb RUNX1 block 6% and NPSR antag -20%.
COc1cccc(-c2cc(=O)c3cc(NC(=O)c4ccccc4)ccc3[nH]2)c1 was read as Epigenetic reg 3.2%&0.0%, IMPase Li cell -7%&-9%, LMNA splice mod inconclusive, HTT aggregate -27%, Luc counter 1%[39.9 µM], CBFb RUNX1 block 0%[89.1 µM] and NPSR antag -29%.
For Cc1cccc(Nc2ncnc3ccc(Br)cc23)c1 the results were Epigenetic reg -0.2%, IMPase Li cell 7%, LMNA splice mod 4%[46 µM], HTT aggregate -44%[9.22 µM], Luc counter 1%, CBFb RUNX1 block 9% and NPSR antag -28%.
`CCC(=O)N1CCC2(CC1)Oc1ccc(F)cc1C(=O)C21CC(c2ccc(Cl)cc2)=NO1` (configuration not stated) gave Epigenetic reg 3.5%, HTT aggregate 19%[9.22 µM], CBFb RUNX1 block -4% and NPSR antag -34%.
For Cc1ccc(C(=O)N2CCC3(CC2)Oc2ccc(F)cc2C(=O)C32CC(c3cccnc3)=NO2)s1 (configuration not stated) the results were Epigenetic reg 3.1%, HTT aggregate -28%[9.22 µM], CBFb RUNX1 block -2% and NPSR antag -37%.
Cn1c(=O)n(C)c2cc(CNc3ccc(N4CCOCC4)c(C(=O)O)c3)ccc21 was read as Epigenetic reg -1.1%, IMPase Li cell 24%[38.3 µM], LMNA splice mod 9%, HTT aggregate -9%, Luc counter -2%, CBFb RUNX1 block 7% and NPSR antag -8%[46.1 µM].
CN(CCn1ccnc1)C(=O)CC1C(=O)NCCN1Cc1ccccc1C(F)(F)F (configuration not stated) was read as Epigenetic reg 1.1%, IMPase Li cell -1%, HTT aggregate inconclusive, Luc counter -1%, CBFb RUNX1 block -1% and NPSR antag -9%.
CC(/C=N/NC(=O)Cn1cnc2c1c(=O)n(C)c(=O)n2C)=C\c1ccccc1 was read as Epigenetic reg 1.3%, IMPase Li cell 10%, LMNA splice mod 9%, HTT aggregate inconclusive, Luc counter 1%, CBFb RUNX1 block 7% and NPSR antag -1%.
Screening Cc1ccc(NC(=O)c2cccc(N3C(=O)CCC3=O)c2)nc1 returned Epigenetic reg 1.1%, IMPase Li cell 5%[38.3 µM], LMNA splice mod -1%, HTT aggregate -3%, Luc counter -2%, CBFb RUNX1 block 11% and NPSR antag -5%[46.1 µM].
Screening O=C(CCNc1ccc(Br)cc1)c1cccc([N+](=O)[O-])c1 returned Epigenetic reg 0.8%, IMPase Li cell -4%, LMNA splice mod inconclusive, HTT aggregate -3%, Luc counter -1%, CBFb RUNX1 block -13% and NPSR antag -16%.
Screening CC(NC(=O)COC(=O)Cn1cnc2ccccc2c1=O)C1CC2CCC1C2 (configuration not stated) returned Epigenetic reg 2.2%, IMPase Li cell -6%, LMNA splice mod -6%, HTT aggregate 2%, Luc counter 0%, CBFb RUNX1 block -8% and NPSR antag 9%.
Screening Cc1ccc(-c2cc(C(=O)NCc3cnn(C)c3C)c3cc(Br)ccc3n2)cc1 returned Epigenetic reg 6.7%&16%, IMPase Li cell inconclusive, LMNA splice mod 3%, HTT aggregate 8%, Luc counter -5%, CBFb RUNX1 block 9% and NPSR antag inconclusive.

4 records picked at random from the list so far:
For Cc1cccc(Nc2ncnc3ccc(Br)cc23)c1 the results were Epigenetic reg -0.2%, IMPase Li cell 7%, LMNA splice mod 4%[46 µM], HTT aggregate -44%[9.22 µM], Luc counter 1%, CBFb RUNX1 block 9% and NPSR antag -28%.
Screening N/C(Cc1ccc(Cl)cc1Cl)=N\OC(=O)c1ccccc1 returned Epigenetic reg -1.6%, IMPase Li cell 6%, LMNA splice mod -3%[46 µM], HTT aggregate 22%, Luc counter 0%, CBFb RUNX1 block inconclusive and NPSR antag 4%.
COc1cccc(-c2cc(=O)c3cc(NC(=O)c4ccccc4)ccc3[nH]2)c1 was read as Epigenetic reg 3.2%&0.0%, IMPase Li cell -7%&-9%, LMNA splice mod inconclusive, HTT aggregate -27%, Luc counter 1%[39.9 µM], CBFb RUNX1 block 0%[89.1 µM] and NPSR antag -29%.
COCC(=O)N1CCCC(CNS(=O)(=O)c2ccc(OC)cc2)C1 (configuration not stated) was read as Epigenetic reg -6.0%, IMPase Li cell 6%, LMNA splice mod -1%[46 µM], HTT aggregate 25%[9.22 µM], Luc counter 3%, CBFb RUNX1 block 6% and NPSR antag -20%.

Screening results: PubChem BioAssay, National Center for Advancing Translational Sciences (NCATS)
